UPR XBP1 act: adaptive UPR (XBP1) activation; CHO-XBP1 luciferase reporter, IRE1-XBP1 UPR activation, luminescence; percent of tunicamycin response, DMSO as zero; 330,000 compounds, 0.33% hits; activation, % at 20 µM;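 active = versus positive control, 20 µM dose yields 30% or more activation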;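 also: 100% = tunicamycin at 10 µg/mL and 0% = DMSO only wells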
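incubation = overnight seeding at 37 °C, 6 h compound treatment at 37 °C | assay system = CHO-XBP1 cells stably carrying IRE1-XBP1-driven luciferase reporter | input = 1000 cells per well | detection = luciferase luminescence | dosing = single point, 20 µM final compound, 1% DMSO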
NALP3 yeast inh: inhibitors of NALP3 inflammasome in yeast; Yeast reconstituted NLRP3/ASC/caspase-1, beta-gal luminescence, 24 h; inhibition, % at 10 µM; 330,000 compounds, 0.39% hits; AID 2825;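 active = inhibition of 50% or more; inactive = inhibition below 50%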;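 also: plate controls were induced DMSO wells for no effect and uninduced yeast grown without galactose for full effect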
tim23-1 inh: tim23-1 yeast growth inhibition; S. cerevisiae tim23-1 growth, BacTiter-Glo luminescence, 24 h; inhibition, % at 20 µM; 330,000 compounds, 1.3% hits;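 active = growth inhibition of the mutant yeast at or above 50%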;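 also: temperature-sensitive mutant grown at 25 °C; plate controls were DMSO-treated mutant yeast for no effect and medium wells lacking yeast for full effect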
NR3A LBD binder: modulates the human NR3A ligand-binding domain | NR3A LBD differential scanning fluorimetry, Tm shift; 0% = protein alone, 100% = glycine-bound protein | Tm shift relative to glycine control, % at 25 µM | 340,000 compounds, 2.5% hits | AID 1259313;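 active = melting temperature shift of at least 10% of the positive control shift, at one fixed dose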
TIM10 inh: growth inhibitors of TIM10 yeast strain; S. cerevisiae TIM10 strain growth, BacTiter-Glo luminescence, 24 h; inhibition, % at 10 µM; 330,000 compounds, 1.4% hits; AID 463195;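 active = inhibition of 40% or more at the single tested concentration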;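 also: wild-type TIM10 isogenic control strain grown at permissive 25 °C; 0% = DMSO yeast wells and 100% = minimal medium wells without yeast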
APJ ag: APJ receptor agonism; CHO-K1 APJ PathHunter beta-arrestin, luminescence; 0% DMSO wells, 100% apelin; activation, % at 20 µM; 330,000 compounds, 0.11% hits;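 active = activation more than six SD over the plate average, tested at 20 µM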;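 also: 0% = DMSO alone and 100% = apelin-13 at 10 nM; some results filed as inactive read as strong as hits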
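Test system: CHO-K1 APJ beta-arrestin complementation cell line | Compound: Single test compound dose, 20 µM final, 1% DMSO | Incubation: Compound 90 min 25 °C, reagent 1 h | Measured by: beta-gal luminescence | Read-out basis: APJ–arrestin association signal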
tim10-1 inh: growth inhibitors of tim10-1 mutant yeast. S. cerevisiae tim10-1 ts strain growth, BacTiter-Glo, 24 h. inhibition, % at 20 µM. 330,000 compounds, 2.2% hits;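 active = inhibition of at least 40%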;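 also: mutant grown at 25 °C; 0% = DMSO wells with yeast and 100% = wells holding no yeast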
Mdm2 MdmX PPI: disrupts the human Mdm2-MdmX interaction | inhibition, % at 8 µM | O15151+Q00987 | SaOS-2 split-luciferase Mdm2/MdmX complementation, luminescence | 330,000 compounds, 3% hits;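 active = inhibition of at least 50% at 8 µM in the primary screen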
Target sequence (O15151 whole entry, looked up): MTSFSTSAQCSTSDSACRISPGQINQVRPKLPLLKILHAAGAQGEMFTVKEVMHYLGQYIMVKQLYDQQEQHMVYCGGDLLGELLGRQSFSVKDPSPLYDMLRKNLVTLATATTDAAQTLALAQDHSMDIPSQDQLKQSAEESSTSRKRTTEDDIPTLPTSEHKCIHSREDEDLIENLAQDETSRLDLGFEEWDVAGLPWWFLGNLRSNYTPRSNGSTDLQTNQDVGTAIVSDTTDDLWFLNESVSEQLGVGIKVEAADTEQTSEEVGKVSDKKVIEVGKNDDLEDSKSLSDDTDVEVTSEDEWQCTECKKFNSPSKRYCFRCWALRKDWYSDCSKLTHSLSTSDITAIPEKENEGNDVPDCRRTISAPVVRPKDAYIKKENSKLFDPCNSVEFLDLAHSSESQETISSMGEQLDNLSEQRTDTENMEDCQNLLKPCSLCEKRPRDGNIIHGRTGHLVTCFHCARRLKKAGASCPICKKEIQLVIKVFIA
Target sequence (Q00987 whole entry, looked up): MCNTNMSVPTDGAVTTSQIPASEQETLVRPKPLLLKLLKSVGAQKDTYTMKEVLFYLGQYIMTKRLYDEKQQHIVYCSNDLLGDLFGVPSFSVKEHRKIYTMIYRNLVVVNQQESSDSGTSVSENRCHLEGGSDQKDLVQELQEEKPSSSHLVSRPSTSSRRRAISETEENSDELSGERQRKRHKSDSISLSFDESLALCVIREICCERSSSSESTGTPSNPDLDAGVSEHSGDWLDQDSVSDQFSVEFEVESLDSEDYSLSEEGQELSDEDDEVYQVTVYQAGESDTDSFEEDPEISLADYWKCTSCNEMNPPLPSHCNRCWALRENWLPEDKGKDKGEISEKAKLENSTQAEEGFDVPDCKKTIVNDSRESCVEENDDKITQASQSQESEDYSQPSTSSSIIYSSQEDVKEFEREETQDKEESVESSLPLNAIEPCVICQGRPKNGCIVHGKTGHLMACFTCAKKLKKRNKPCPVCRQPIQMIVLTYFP
CHOP UPR activ: activators of apoptotic arm of unfolded protein response (CHOP) | activation, % at 10 µM | CHO-CHOP luciferase reporter, UPR activation, luminescence; percent of tunicamycin response over DMSO baseline | 330,000 compounds, 0.34% hits;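 active = at 10 µM dose, activation of 40% or more, normalized to positive control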;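 also: 100% = tunicamycin at 10 µg/mL and 0% = DMSO alone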
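Evaluation: % reporter activation, DMSO baseline versus tunicamycin full activation; System: CHO-CHOP luciferase reporter cell line; Input: 500 cells/well; Incubation: 6 h compound treatment, 37 °C; Measured by: Steady-Glo luciferase luminescence; Dosing: one dose, 10 µM in 0.5% DMSO; Buffer or medium: F12 medium, 10% FBS; Benchmarks: positive tunicamycin 10 µg/mL, negative DMSO alone.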
Active calls of the source: *; nt = not tested or not shown.

Compound	UPR XBP1 act	NALP3 yeast inh	tim23-1 inh	NR3A LBD binder	TIM10 inh	APJ ag	tim10-1 inh	Mdm2 MdmX PPI	CHOP UPR activ
CC(C)CCNC(=O)C1CCN(S(=O)(=O)c2ccc(-n3cnnn3)cc2)CC1	-1	-2	19	0	-6	-5	0	12	-1.9
O=C(CS(=O)(=O)c1ccccc1)Nc1nc(-c2ccc(F)cc2)cs1	0	-24	57*	0	39	2	27	1	1.6
CC(=O)c1cnc(Nc2ccc(C)cc2)s1	-1	9	12	-3	7	-3	12	-49	4.8
CC(C(=O)Nc1nccs1)N1C(=O)c2ccccc2S1(=O)=O (stereo not drawn)	-3	14	0	1	-11	0	-18	19	-0.7
CCOC(=O)c1c(CC(C)C)csc1/N=C/C1C(=O)CCCC1=O	-3	5	9	5	14	-1	17	3	2.2
COc1cc(SC)ccc1C(=O)Nc1ncc(Cl)cc1Cl	7	21	9	-2	48*	1	17	-154	5.4
CN(C)CCn1c(=S)[nH]c2ncccc2c1=O	-1	5	-2	-2	-6	-1	-4	2	-0.3
Fc1ccc(CN2CCCCCCC2)c(F)c1	-3	7	8	-2	4	-4	4	1	-3.0
O=C(CCCCCN1C(=O)CCC1=O)Nc1ncn[nH]1	-1	11	13	-3	5	-1	8	-14	-0.3
Cc1ccc(NC(=O)CSc2nnc(-c3cnccn3)n2C)cc1C	-4	8	-2	0	1	6	-7	23	0.4
COc1ccc(OC)c(NC(=O)CSc2nccn2Cc2ccco2)c1	-5	2	12	1	1	-5	3	19	0.8
Cn1c(=O)cc(OCC(=O)NCCCN2CCN(c3ccccc3F)CC2)c2ccccc21	0	14	-4	2	-14	-1	9	26	-0.9
CN1C2=C(C#N)C(c3ccccc3)(C(F)(F)F)NC(=O)N2c2ccccc21 (stereo not drawn)	1	-9	-1	0	14	0	13	6	-2.4
Cc1noc(C)c1S(=O)(=O)Nc1ccc(C#N)cc1	-2	14	-8	0	7	3	-8	12	1.7
CCn1c(=O)cc(OCC(=O)NCCCN2CCN(c3cccc(Cl)c3)CC2)c2ccccc21	-1	0	17	0	11	0	6	28	2.1
O=C(NCC(c1ccccc1Cl)N1CCCC1)C1CCN(C(=O)Nc2ccccc2)CC1 (stereo not drawn)	-3	2	2	1	6	-4	8	-5	1.6
O=C(CSc1ccccc1)Nc1cccc(S(=O)(=O)N2CCOCC2)c1	1	9	9	1	2	-3	19	9	0.1
COc1ccc(C(=O)/C=C/c2ccc(OC3CSC3)cc2)cc1OC	0	14	30	2	42*	0	42*	-9	2.7
O=C(Nc1ccc(C(=O)N2CCCC(CO)C2)cc1)c1ccc(Br)o1 (stereo not drawn)	1	25	-12	-1	-5	0	-5	-11	-0.1
CN1c2ccccc2C(C)(C)C12C=Nc1c(ccc3ccccc13)O2 (stereo not drawn)	-2	25	17	1	4	-3	13	44	6.0
COC(C/C=C\C(=O)[C@@H](C)OCc1ccccc1)OC	-1	17	52*	nt	30	-4	41*	11	-0.7
Cc1ccc(C2N(c3ccccc3)C(=S)N3CCCN23)cc1 (stereo not drawn)	-2	23	28	1	-19	3	27	23	0.2
CNC(=O)C12CCC(C)(c3nc4cc(C)c(C)cc4nc31)C2(C)C (stereo not drawn)	-1	3	31	-1	14	-3	27	-17	0.9
COc1ccc(NC(=O)N2c3ccc(OC)cc3C(C)=CC2(C)C)cc1	-2	4	-4	-2	-4	0	5	17	0.1
CC(NC(=O)C1CCCN1S(=O)(=O)c1cccc2nsnc12)c1ccccc1 (stereo not drawn)	-6	11	1	1	-5	-3	6	6	-0.8
CCOC(=O)C(NC(=O)CC)(Nc1ccc(S(=O)(=O)Nc2cc(C)on2)cc1)C(F)(F)F (stereo not drawn)	-2	3	11	-2	6	1	10	2	0.1
Cc1ccc(N2CCN(C(=O)CNS(=O)(=O)c3ccc(Br)s3)CC2C)cc1 (stereo not drawn)	-4	0	33	-1	13	1	31	-18	-0.6
CN(Cc1ccccc1)C(=O)COC(=O)c1ccccc1Nc1ccccc1	-1	5	42	-2	3	-1	36	9	2.1
CCNC(=S)NNC(=O)C1CCN(Cc2ccccc2)CC1	0	16	9	1	-15	-2	-5	5	0.0
Cc1nc2ccc(NC(=O)c3cc(Cl)ccn3)cc2s1	-6	34	2	0	-3	-1	7	-128	-0.2
N/N=C1\CCCc2c1[nH]c1ccc([N+](=O)[O-])cc21	0	-1	-11	1	10	-2	18	12	-0.4
Cc1ccc(S(=O)(=O)N2CCC(C(=O)NNC(=O)c3ccncc3)CC2)cc1	0	7	2	-1	7	-2	-5	-3	-1.8
Cc1ccc(CN2CCNC(=O)C2CC(=O)O)o1 (stereo not drawn)	-4	18	3	0	6	-3	5	-4	-0.7
COC(=O)C1ON2OC(C(=O)OC)C(C(=O)OC)C2C1CC(C)=O (stereo not drawn)	4	7	8	7	3	-1	-2	-7	0.9
CC1COc2ccccc2N1C(=O)c1ccc(Cl)cc1 (stereo not drawn)	-6	-9	23	1	-6	-1	13	11	0.0
COc1ccccc1NC(=O)c1sc2nc(-c3ccco3)ccc2c1N	1	16	-12	1	16	-4	15	31	0.5
CCCn1c(NC(=O)C2COc3ccccc3O2)nc2ccccc21 (stereo not drawn)	-1	-3	-15	2	5	5	4	33	-0.6
CCCCNc1c(-c2ccc(-c3ccc(OC)cc3)c(OC)c2)nc2ccccn12	-4	13	45	-7	22	6	16	1	5.5
COC(=O)c1sccc1NC(=S)N1CCCCC1C (stereo not drawn)	3	16	32	0	2	-3	36	-6	2.8
CC(C)(C)OC(=O)N1CCC(C(=O)N[C@H](C(=O)O)c2ccccc2)(c2ccccc2)CC1	-5	1	12	7	6	-1	21	7	-1.1
Cc1cc(C)n(CCc2nc(-c3cc4ccccc4o3)cs2)n1	-3	18	43	1	23	1	43*	0	1.4
Cc1ccc(N(C)C(=O)CCNC(=O)Cn2cnc3ccccc3c2=O)cc1C	2	2	10	0	0	1	-4	8	0.6
C=CCn1c(SCc2ccccc2)nc2c1c(=O)[nH]c(=O)n2C	5	2	-6	2	-6	-4	-26	-7	0.6
CCOC(=O)C1CCCCN1Cc1ccc(-c2ccccc2)cc1 (stereo not drawn)	-3	19	7	2	-9	0	-4	-52	-1.8
O=C(COc1ccc(Cl)cc1)OCC(=O)N1CCCCCC1	-6	3	11	-1	-5	-2	0	1	-1.6
CCc1nnc(NC(=O)Cc2ccc(OCc3c(C)noc3C)cc2)s1	-2	15	3	0	12	-1	20	41	-2.0
Cc1ccccc1C(C(=O)NCc1ccccc1)N(Cc1ccco1)C(=O)c1ccccn1 (stereo not drawn)	0	-2	20	0	26	-5	21	13	0.9
COc1ccc2c(c1OC)C(=O)N1c3cccc(Cl)c3C(=O)OC21 (stereo not drawn)	-4	9	1	-1	7	2	-15	20	-2.2
COc1ccc(/C=N/Nc2nc(N)cc(Cl)n2)cc1OC	4	3	6	12*	5	-2	2	1	3.3
CCOc1ccc(CCNC(=O)c2nnc(CS(=O)(=O)c3ccccc3)o2)cc1OCC	3	12	-4	2	-5	-3	-7	2	0.9

A stretch taken from the entries so far, as a working copy:
Compound	UPR XBP1 act	NALP3 yeast inh	tim23-1 inh	NR3A LBD binder	TIM10 inh	APJ ag	tim10-1 inh	Mdm2 MdmX PPI	CHOP UPR activ
CN(Cc1ccccc1)C(=O)COC(=O)c1ccccc1Nc1ccccc1	-1	5	42	-2	3	-1	36	9	2.1
CCNC(=S)NNC(=O)C1CCN(Cc2ccccc2)CC1	0	16	9	1	-15	-2	-5	5	0.0
Cc1nc2ccc(NC(=O)c3cc(Cl)ccn3)cc2s1	-6	34	2	0	-3	-1	7	-128	-0.2
N/N=C1\CCCc2c1[nH]c1ccc([N+](=O)[O-])cc21	0	-1	-11	1	10	-2	18	12	-0.4
Cc1ccc(S(=O)(=O)N2CCC(C(=O)NNC(=O)c3ccncc3)CC2)cc1	0	7	2	-1	7	-2	-5	-3	-1.8
Cc1ccc(CN2CCNC(=O)C2CC(=O)O)o1 (stereo not drawn)	-4	18	3	0	6	-3	5	-4	-0.7
COC(=O)C1ON2OC(C(=O)OC)C(C(=O)OC)C2C1CC(C)=O (stereo not drawn)	4	7	8	7	3	-1	-2	-7	0.9
CC1COc2ccccc2N1C(=O)c1ccc(Cl)cc1 (stereo not drawn)	-6	-9	23	1	-6	-1	13	11	0.0
COc1ccccc1NC(=O)c1sc2nc(-c3ccco3)ccc2c1N	1	16	-12	1	16	-4	15	31	0.5
CCCn1c(NC(=O)C2COc3ccccc3O2)nc2ccccc21 (stereo not drawn)	-1	-3	-15	2	5	5	4	33	-0.6
CCCCNc1c(-c2ccc(-c3ccc(OC)cc3)c(OC)c2)nc2ccccn12	-4	13	45	-7	22	6	16	1	5.5
COC(=O)c1sccc1NC(=S)N1CCCCC1C (stereo not drawn)	3	16	32	0	2	-3	36	-6	2.8
CC(C)(C)OC(=O)N1CCC(C(=O)N[C@H](C(=O)O)c2ccccc2)(c2ccccc2)CC1	-5	1	12	7	6	-1	21	7	-1.1
Cc1cc(C)n(CCc2nc(-c3cc4ccccc4o3)cs2)n1	-3	18	43	1	23	1	43*	0	1.4

(next part)
Compound	UPR XBP1 act	NALP3 yeast inh	tim23-1 inh	NR3A LBD binder	TIM10 inh	APJ ag	tim10-1 inh	Mdm2 MdmX PPI	CHOP UPR activ
O=c1[nH]c2ccccc2nc1/C=C(\O)C1CC1	2	1	6	2	8	0	15	-20	1.5
Cc1ccccc1NC(=O)CN1C(=O)CSc2ccc(S(=O)(=O)N3CCCC3)cc21	-6	7	22	-1	-1	3	-4	0	-1.4
COc1cc2c(cc1NC(=O)C(C)OC(=O)c1ccc(S(=O)(=O)Nc3ccccc3Cl)cc1)oc1ccccc12 (stereo not drawn)	0	6	14	10*	6	1	3	32	0.6
Cc1noc(/C=C/c2ccccc2F)c1S(=O)(=O)N1CCC(C(=O)N2CCN(C)CC2)CC1	1	16	34	2	8	-1	40*	43	2.0
COc1ccccc1N1CCN(C(=O)C2Cc3ccccc3CN2C(=O)c2ccco2)CC1 (stereo not drawn)	-3	15	14	1	22	-2	4	-9	-0.1
COc1ccc(NC(=O)C2CCCN(c3cc(C)nc4ncnn34)C2)cc1 (stereo not drawn)	-2	-1	1	1	-9	-3	14	-4	-1.2
